# FadD28 FP inh: inhibitors of FadD28 bisubstrate probe binding, primary screen, biochemical, fluorescence polarization, single point | 360,000 compounds, 0.22% hits | inhibition, % at 12.5 µM; in the data active means inhibition above about 8.5%, passing the limit was not always enough; inconclusive means no clear call, values can overlap the other calls
# GDH-TPI counter: GDH-TPI coupling enzyme inhibitors, primary screen, artefact control for M. tuberculosis FBA inhibitor project, biochemical, absorbance, full deck. GDH-TPI coupled enzyme counterscreen, NADH absorbance. inhibition, % at 4.8 µM. 360,000 compounds, 1.2% hits; in the data active means inhibition above about 30%;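 further: 0% = DMSO wells and 100% = wells lacking the enzyme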
# BoNT-A LC inh2: BoNT/A light chain protease inhibitors, primary screen, biochemical, flow cytometry, MLPCN library; multiplex microsphere protease substrate cleavage; AID 588499, 2011; 360,000 compounds, 0.17% hits; Botulinum neurotoxin type A light chain protease (Clostridium botulinum A str. ATCC 3502); inhibition, % at 10 µM; further: plate controls were buffer without enzyme for full effect and enzyme alone for no effect
# PfHsp40 rescue: rescue of yeast from PfHsp40 toxicity, primary screen, S. cerevisiae, ATP luminescence; S. cerevisiae expressing PfHsp40, growth rescue; growth rescue, % at 12.5 µM; 340,000 compounds, 0.68% hits; in the data active means growth rescue above about 28%, passing the limit was not always enough; inconclusive means no clear call, values can overlap the other calls;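 further: yeast W303a lacking pdr1 and pdr3 grown in galactose medium; growth measured after three days at 30 °C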
# BoNT-F LC inh: BoNT/F light chain protease inhibitors, primary screen, biochemical, flow cytometry, MLPCN library; Botulinum neurotoxin type F light chain protease (Clostridium botulinum); Multiplex microsphere protease cleavage assay; inhibition, % at 10 µM; 360,000 compounds, 0.22% hits; in the data active means inhibition above about 35%, passing the limit was not always enough; inconclusive means no clear call, values can overlap the other calls; further: plate controls were buffer without enzyme for full effect and enzyme alone for no effect
# Anthrax LF prot: Bacillus anthracis LF protease inhibitors, primary screen, biochemical, multiplex microsphere, MLPCN library | Lethal factor (Bacillus anthracis), P15917 | multiplex microsphere protease cleavage assay | inhibition, % at 10 µM | 360,000 compounds, 0.12% hits | AID 588501, 2011; further: plate controls were buffer without enzyme for full effect and enzyme alone for no effect
# BioA inh: M. tuberculosis BioA enzyme inhibitors, primary screen, biochemical, plate reader, single point, HTS; 7,8-diaminopelargonic acid synthase BioA (Mycobacterium tuberculosis); purified M. tuberculosis BioA enzyme; 360,000 compounds, 0.096% hits; AID 602481, 2012; inhibition, % at 9.99 µM; in the data active means inhibition above about 40%; inconclusive means no clear call, values can overlap the other calls
# Mtb FBA inh: Mtb FBA enzyme inhibitors, primary screen, biochemical, fluorescence, strain H37Rv | 360,000 compounds, 2.3% hits | Fructose-bisphosphate aldolase (Mycobacterium tuberculosis (strain ATCC 25618 / H37Rv)), … | inhibition, % at 1 µM | AID 588726, 2011 | purified M. tuberculosis FBA, fluorescence read-out; in the data active means inhibition above about 27%;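 further: 0% = vehicle and 100% = reference inhibitor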
# Target sequence (P9WQA3 whole entry, looked up): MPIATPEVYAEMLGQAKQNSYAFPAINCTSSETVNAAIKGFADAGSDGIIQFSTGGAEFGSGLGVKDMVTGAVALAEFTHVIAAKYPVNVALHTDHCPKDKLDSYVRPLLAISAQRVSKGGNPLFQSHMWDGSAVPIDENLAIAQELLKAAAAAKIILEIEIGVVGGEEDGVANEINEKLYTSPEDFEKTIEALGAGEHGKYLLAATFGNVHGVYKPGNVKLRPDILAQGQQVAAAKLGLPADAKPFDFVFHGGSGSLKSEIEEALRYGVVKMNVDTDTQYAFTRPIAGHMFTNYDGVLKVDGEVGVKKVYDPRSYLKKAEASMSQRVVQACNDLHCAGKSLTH
# Mtb UGM inh: M. tuberculosis UGM enzyme inhibitors, primary screen, biochemical, fluorescence polarization, single point | purified UGM, fluorescence polarization probe displacement | inhibition, % at 10 µM | 320,000 compounds, 0.06% hits; in the data active means inhibition above about 10%, passing the limit was not always enough; inconclusive means no clear call, values can overlap the other calls
# Target sequence (P9WIQ1 whole entry, looked up): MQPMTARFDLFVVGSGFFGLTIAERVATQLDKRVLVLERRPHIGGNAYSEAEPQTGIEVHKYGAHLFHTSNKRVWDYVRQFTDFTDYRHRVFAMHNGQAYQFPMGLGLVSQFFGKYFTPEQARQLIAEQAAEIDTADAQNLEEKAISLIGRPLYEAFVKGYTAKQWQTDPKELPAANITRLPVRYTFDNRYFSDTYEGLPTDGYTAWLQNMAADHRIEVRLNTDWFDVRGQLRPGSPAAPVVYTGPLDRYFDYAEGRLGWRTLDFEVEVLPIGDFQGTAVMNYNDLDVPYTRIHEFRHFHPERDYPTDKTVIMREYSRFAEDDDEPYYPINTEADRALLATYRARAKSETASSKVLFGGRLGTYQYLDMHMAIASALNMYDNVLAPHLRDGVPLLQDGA
# Starred values were filed as active, the others as inactive; ? = inconclusive; · = no result given. Unless noted, no stated cut-off is given here; in the data, active means inhibition above about 30%; inconclusive means no clear call, values can overlap the other calls; inactive means below that.
SMILES,FadD28 FP inh,GDH-TPI counter,BoNT-A LC inh2,PfHsp40 rescue,BoNT-F LC inh,Anthrax LF prot,BioA inh,Mtb FBA inh,Mtb UGM inh
CCCn1c(CNc2ccccc2O)nc2ccccc21,-0.6,8,0.5,0.4,-7,-6,-1.0,0,1.0
CCOC(=O)c1c(C)[nH]c(C)c1C(=O)COC(=O)/C=C/c1ccco1,0.8,7,2.6,-1.1,5,4,1.2,4,-0.2
Cc1nn(C/C(C#N)=N\O)c(C)[n+]1N,-2.9,13,0.9,1.0,16,-3,·,1,0.7
S=C(NC1CCCC1)NN1CCOCC1,1.2,-3,-0.5,-0.3,3,-1,·,-1,5.6
CC1(C)CC(=O)C/C(=N\NC(=O)C2C3CCCCC32)C1 (configuration not stated),-0.8,2,-0.7,0.1,-4,-2,·,-1,1.7
O=C(O)/C=C/C(=O)NNC(=O)c1ccc(Cl)cc1Cl,1.3,-3,-1.7,-2.2,4,-2,·,-2,-0.2
COc1ccc(CC(=O)Nc2ccc(C(=O)NC(C)(C)C)cc2)cc1OC,-1.4,14,0.3,-0.7,2,-3,0.6,1,2.0
Cc1ccc(-c2nc(C3CCN(S(=O)(=O)c4ccc(C(F)(F)F)cc4)CC3)no2)cc1,-4.0,2,-0.4,-1.1,-4,-1,-0.6,3,0.2
COC(=O)C1=C(c2ccc(C(C)=O)cc2)C[C@@H]2CC[C@H]1N2C(=O)N1CCCC1,-4.1,-6,0.0,-0.7,3,-1,11,-3,2.1
Cc1ccc(C(=O)NCC(=O)NCC(=O)OCC(=O)c2ccc([N+](=O)[O-])cc2)cc1,0.2,2,0.1,0.2,-8,-3,0.1,-2,0.5
O=C1CSc2ccccc2N1Cc1ccccc1F,-2.6,2,-2.1,0.6,-3,2,1.1,-1,2.1
Cc1[nH]c2ccc(Br)cc2c(=S)c1C/C=C/Cl,-3.1,12,-0.1,0.5,2,-9,-0.9,4,1.4
CC(C)(C)NC(=O)CSc1ncnc2c1cnn2-c1ccccc1,-0.3,3,-2.8,0.3,4,-8,-2.0,-2,7.8
CC1NC(C)(C)Cc2c1ccc1ccccc21 (configuration not stated),-1.5,-4,-0.8,0.8,-5,-6,-1.2,-1,1.9
Cc1ccc(CNc2nc(N)c([N+](=O)[O-])c(Nc3cccc(F)c3)n2)cc1,-1.8,4,-1.4,-1.2,-21,-12,·,2,-0.1
CCC1CN(S(=O)(=O)c2ccc3c(c2)NC(=O)CC(=O)N3)c2cc(Cl)ccc2O1 (configuration not stated),-8.0,-6,0.0,0.0,-8,-7,0.6,0,-1.0
OCCNCc1ccc(OC2CCCC2)cc1,-4.6,-11,-0.3,1.3,-14,-2,·,0,-5.6
CCOC(=O)Cc1csc(NC(=O)CSc2nc3sc(C(=O)O)c(C)c3c(=O)[nH]2)n1,-0.5,14,?,-2.4,-3,1,-0.6,1,1.2
O=C(COC(=O)c1cncc(Br)c1)NC1CC1,0.4,15,2.5,-0.1,4,1,3.1,3,-4.3
CCN1C(=NCc2ccco2)N[C@@H](c2cccc(F)c2)C(C(=O)OC)=C1C,0.2,-2,0.5,0.3,-1,-6,-16,7,0.1
O=C(Cc1ccccc1F)Nc1ccc(Cl)nc1,-0.3,11,1.4,-0.2,12,3,4.9,-1,3.5
O=C1NC(c2cccc(Cl)c2)Nc2ccccc21 (configuration not stated),0.1,3,0.7,0.8,-5,-3,·,30*,1.0
COc1ccc(N=CC2=C(O)c3ccccc3C2=O)c(OC)c1,-0.2,7,2.3,-0.1,-14,-5,-1.9,19,-1.7
C/C(=N\NC(=O)COc1ccccc1)c1cccs1,-0.7,12,-0.1,-0.9,-1,-1,·,4,1.5
CCOc1ncccc1C(=O)Nc1cccc(Cl)c1Cl,-4.0,0,0.1,-0.8,-1,0,·,2,-1.0
COCCCNC(=O)CNC(=S)N(Cc1cc(OC)c(OC)c(OC)c1)C1CCCC1,-3.4,2,-0.4,0.1,-8,-2,-0.6,-4,0.1
CC(C)C(=O)Nc1ccc(-c2csc(-c3ccccc3)n2)cc1,-1.0,17,-1.0,0.1,-4,-3,-0.3,3,2.1
CC1=C(C#N)C(NC(=O)c2ccc(C)cc2)(C(F)(F)F)C(=O)N1 (configuration not stated),-0.5,3,5.7,0.4,5,0,-0.7,-3,2.1
COc1ccc(CCNC(=O)c2cc3c(=O)n4ccccc4nc3n(C3CCCCC3)c2=N)cc1,-9.0,0,·,1.5,·,·,-0.3,16,0.6
O=C(Cn1ncc(N2CCCC2)c(Br)c1=O)c1ccc(Cl)cc1,-4.1,7,0.1,0.4,2,-2,·,1,-0.4
Cc1cc(C)c(C)c(C(=O)CSc2nnc(-c3ccc4[nH]c(C)c(C)c4c3)o2)c1C,-2.8,-7,-1.3,0.9,-3,-6,·,3,-1.0
Nc1nc(SCC(=O)Nc2ccc(S(N)(=O)=O)cc2)n[nH]1,-1.2,7,0.5,-0.9,-3,0,-3.0,1,0.2
Cc1ccccc1-n1c(SCC(N)=O)nc2sc(-c3ccccc3)cc2c1=O,-4.4,8,-1.1,0.4,-6,-6,-0.2,0,2.2
CCNC(=O)NC(=O)C(C)Sc1nc2ccccc2n1CC(C)C (configuration not stated),0.1,7,0.2,2.2,1,-1,-1.6,1,-0.7
O=C1c2ccccc2C(=O)N1/N=C/c1ccc(Oc2ccc([N+](=O)[O-])cn2)cc1,-0.1,5,0.1,-0.3,-5,2,-1.6,2,-3.1
CC(C(=O)NCc1cccnc1)c1ccc([N+](=O)[O-])cc1 (configuration not stated),0.2,7,-3.3,-1.1,12,9,1.5,3,1.6
Fc1ccccc1CSc1nnnn1-c1ccc2c(c1)OCO2,-0.7,7,-0.1,-2.3,-8,-2,0.4,-3,0.3
Cc1ccc(-c2cc(C(=O)NC3CCN(Cc4ccccc4)CC3)c3ccccc3n2)cc1,-1.1,-7,-5.1,0.3,5,9,-0.1,3,-0.8
CC(=O)NC(=O)COC(=O)c1ccc2ncsc2c1,-3.2,-10,-0.2,-2.5,6,-1,·,-3,-1.1
CCCn1c(CN2CCN(C(=O)OCC)CC2)nc2c1c(=O)n(C)c(=O)n2C,-1.2,-6,0.6,-0.7,-2,-3,0.6,2,-1.2
CC(=O)Nc1ccc(NC(=O)CC2CCCC2)cc1,-0.4,13,2.1,0.8,9,-6,1.2,-2,8.7
CCCCCCNC(=O)c1cn(CC)c2cc(N3CCN(C)CC3)c(F)cc2c1=O,·,-4,2.5,-0.2,23,-6,-0.1,11,-2.1
O=C(CCC1COc2ccccc2O1)NCc1ccco1 (configuration not stated),2.5,11,0.5,-0.1,8,4,-0.1,3,1.1
CCOc1ccccc1CNC(=O)c1nn(CC)cc1[N+](=O)[O-],0.0,7,-0.3,-0.5,-4,1,·,0,0.5
CCn1cc(C(=O)OCC(=O)Nc2cccc(Cl)c2Cl)c(=O)c2ccc(C)nc21,0.7,4,-0.1,0.0,0,-3,-2.1,1,-2.8
CCOc1ccc(C(=O)NCCNC(=O)c2ccc(OCC)cc2)cc1,-0.7,8,-2.1,-0.8,-2,-9,-2.0,-2,-0.8
Cc1cc(C)cc(N(C(=O)c2sc(C)nc2C)C(C(=O)NCc2ccco2)c2ccccc2)c1 (configuration not stated),0.9,5,-0.4,0.7,-9,2,-0.1,-2,-1.0
O=C(Nc1ccc(Cl)cc1)[C@@H]1[C@@H]2C(=O)N(c3ccc(Cl)cc3)C(=O)[C@@H]2[C@H]2C=CC=NN21,-5.7,-6,2.0,0.8,-10,1,·,1,-3.6
Cc1ccccc1OCC(=O)NNC(=O)Nc1ccc(Cl)cc1,-3.8,7,-0.1,-1.4,-20,-4,0.7,1,0.6
COC(=O)CSc1nnc(CNc2ccc(OC)cc2)n1C,-0.7,-2,0.1,-0.8,-6,0,·,8,1.3
O=C(NCc1ccco1)c1cc(S(=O)(=O)N2CCOCC2)c(Cl)cc1Cl,-3.3,-5,0.4,-1.3,-1,2,·,-2,·
CC(C)(c1ccccc1)c1ccc(OCCCNCCO)cc1,-4.1,8,0.1,0.2,-17,-1,7.8,0,0.2
Cc1ccc(C(=O)C[n+]2ccc3ccccc3c2)cc1,0.2,1,-0.3,0.6,1,-4,·,7,5.8
O=C(/C=C/Nc1ccccc1C(=O)O)c1cccs1,-2.8,5,-0.9,-0.5,-4,-1,·,4,-3.3
Fc1cc2[nH]c(=S)[nH]c2c(Br)c1N1CCSCC1,·,15,-2.6,0.2,1,2,1.4,-3,2.1
CCN(C(=O)c1ccc(=O)n(C)n1)c1c(N)n(Cc2ccccc2)c(=O)[nH]c1=O,·,1,-0.3,-0.1,-5,-4,-0.6,-3,·
O=C(CSc1ncn[nH]1)N1CCCCC1,-0.9,5,0.8,-0.3,8,-4,1.7,-3,-1.9
O=C(N/N=C/c1cccc([N+](=O)[O-])c1)c1nc2ccccc2c(=O)[nH]1,-0.7,13,-0.6,-1.1,4,1,-0.9,2,-0.1
CCOC(=O)C1(Cc2cccc(Cl)c2)CCCN(C(=O)c2cc(C)[nH]n2)C1 (configuration not stated),-1.1,2,1.1,1.0,2,0,2.1,0,-0.3
COC(=O)c1cc(C(=O)c2cc(F)ccc2O)cn2c(=O)c3c(C)c(C)sc3nc12,-2.4,-2,9.4,3.0,8,2,0.7,1,-0.2
O=C(COc1ccc(Cl)cc1)NCCS(=O)(=O)N1CCN(c2ccccc2F)CC1,-2.5,-3,1.1,-1.0,-5,0,-0.6,-1,-2.4

# Some of the entries so far, as tab-separated lines.
compound	FadD28 FP inh	GDH-TPI counter	BoNT-A LC inh2	PfHsp40 rescue	BoNT-F LC inh	Anthrax LF prot	BioA inh	Mtb FBA inh	Mtb UGM inh
CC(C)(c1ccccc1)c1ccc(OCCCNCCO)cc1	-4.1	8	0.1	0.2	-17	-1	7.8	0	0.2
Cc1ccc(C(=O)C[n+]2ccc3ccccc3c2)cc1	0.2	1	-0.3	0.6	1	-4	·	7	5.8
O=C(/C=C/Nc1ccccc1C(=O)O)c1cccs1	-2.8	5	-0.9	-0.5	-4	-1	·	4	-3.3
Fc1cc2[nH]c(=S)[nH]c2c(Br)c1N1CCSCC1	·	15	-2.6	0.2	1	2	1.4	-3	2.1
CCN(C(=O)c1ccc(=O)n(C)n1)c1c(N)n(Cc2ccccc2)c(=O)[nH]c1=O	·	1	-0.3	-0.1	-5	-4	-0.6	-3	·
O=C(CSc1ncn[nH]1)N1CCCCC1	-0.9	5	0.8	-0.3	8	-4	1.7	-3	-1.9
O=C(N/N=C/c1cccc([N+](=O)[O-])c1)c1nc2ccccc2c(=O)[nH]1	-0.7	13	-0.6	-1.1	4	1	-0.9	2	-0.1
CCOC(=O)C1(Cc2cccc(Cl)c2)CCCN(C(=O)c2cc(C)[nH]n2)C1 (configuration not stated)	-1.1	2	1.1	1.0	2	0	2.1	0	-0.3
COC(=O)c1cc(C(=O)c2cc(F)ccc2O)cn2c(=O)c3c(C)c(C)sc3nc12	-2.4	-2	9.4	3.0	8	2	0.7	1	-0.2
O=C(COc1ccc(Cl)cc1)NCCS(=O)(=O)N1CCN(c2ccccc2F)CC1	-2.5	-3	1.1	-1.0	-5	0	-0.6	-1	-2.4

# Screening results as filed in PubChem BioAssay.
